# Compound activity as filed in PubChem BioAssay.
# a7 integrin act: integrin-mediated muscular dystrophy alleviation activation; alpha7betagal myoblasts, beta-gal FDG fluorescence, 48 h; Potency, µM (top dose mostly 38.3 µM), for inactives: at the highest dose activation, usual class: activators; actives 0.064% (n = 350,000);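 further: potency means the concentration at half of the fitted maximal effect; 100% = response of the positive control SU9516; nearly all actives have a fitted effect of over 60% in size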
#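 alpha7betagal+/- myoblasts (passage 13, 250/well) treated 48 h at 37C with compounds at 1:260 dilution of DMSO stock. Lysed, then beta-galactosidase activity read as FDG fluorescence (ex 480/em 540) after 30 min, with pre-read for autofluorescence.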
# Eya2 phos inh: blocks the phosphatase activity of human Eya2; O00167; Potency, µM (top dose mostly 76.9 µM), inactives show at the top dose activity, negative = inhibition, actives largely listed as inhibitors; recombinant Eya2, OMFP fluorescence dephosphorylation (OMFP is methylfluorescein phosphate); actives 0.006% (n = 330,000); AID 488837; further: potency means the concentration at half of the fitted maximal effect; on the % scale 0 is the no-effect control and ±100 the full control effect
# Target sequence (O00167 whole entry, looked up): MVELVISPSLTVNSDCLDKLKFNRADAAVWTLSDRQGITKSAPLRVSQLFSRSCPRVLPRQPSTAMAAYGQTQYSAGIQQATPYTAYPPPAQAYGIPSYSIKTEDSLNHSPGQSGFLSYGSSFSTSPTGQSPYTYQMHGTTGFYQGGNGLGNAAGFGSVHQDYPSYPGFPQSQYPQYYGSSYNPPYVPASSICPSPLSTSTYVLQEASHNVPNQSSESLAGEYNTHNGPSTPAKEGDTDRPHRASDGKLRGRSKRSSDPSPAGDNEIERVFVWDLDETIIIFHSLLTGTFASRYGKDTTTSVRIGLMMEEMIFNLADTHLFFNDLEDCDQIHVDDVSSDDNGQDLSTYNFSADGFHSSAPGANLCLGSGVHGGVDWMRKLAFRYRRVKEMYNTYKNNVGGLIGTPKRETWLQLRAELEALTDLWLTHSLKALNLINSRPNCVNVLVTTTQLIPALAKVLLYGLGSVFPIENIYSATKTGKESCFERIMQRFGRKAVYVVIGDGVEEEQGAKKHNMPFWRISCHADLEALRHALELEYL
#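 Eya2 (0.2 uM) preincubated 10 min at ambient with compound, then OMFP substrate added at 50 uM; 10 min reaction in 50 mM HEPES pH 7.5, 50 mM NaCl, 5 uM MgCl2, 0.05% BSA, 1 mM DTT. Fluorescence read at Ex 485/Em 525 nm.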
# ELG1 DNA repair: inhibitors of ELG1-dependent DNA repair in HEK293T cells; HEK293T ELG1-luciferase reporter, luminescence, 16 h; DNA damage induced by 5-fluorouridine; actives 2.3% (n = 330,000); Potency, µM (series often up to 46.1 µM), for the others: at the top dose activity change, negative = inhibition, usual class: inhibitors; AID 504467; further: potency means the concentration at half of the fitted maximal effect; on the % scale 0 is the no-effect control and ±100 the full control effect; nearly all actives have a fitted effect of over 55% in size
#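 Cells (2,000 per well) received 5-fluorouridine plus test compound or DMSO and were incubated 16 hr at 37 °C, 5% CO2. Luciferase activity was read by luminescence 30 min after ONE-Glo addition; signal suppression marked inhibition of damage-induced ELG1 function.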
# S-ASM inh: human S-ASM enzyme inhibition. placental ASM, HMU-PC fluorogenic substrate, 60 min. Potency, µM (titrated, usually from 57.5 µM), inactives show top-dose activity change, negative = inhibition, actives largely listed as inhibitors. actives 0.006% (n = 340,000). AID 504937; further: potency means the concentration at half of the fitted maximal effect
# Target sequence (P17405 47-631 limits assumed): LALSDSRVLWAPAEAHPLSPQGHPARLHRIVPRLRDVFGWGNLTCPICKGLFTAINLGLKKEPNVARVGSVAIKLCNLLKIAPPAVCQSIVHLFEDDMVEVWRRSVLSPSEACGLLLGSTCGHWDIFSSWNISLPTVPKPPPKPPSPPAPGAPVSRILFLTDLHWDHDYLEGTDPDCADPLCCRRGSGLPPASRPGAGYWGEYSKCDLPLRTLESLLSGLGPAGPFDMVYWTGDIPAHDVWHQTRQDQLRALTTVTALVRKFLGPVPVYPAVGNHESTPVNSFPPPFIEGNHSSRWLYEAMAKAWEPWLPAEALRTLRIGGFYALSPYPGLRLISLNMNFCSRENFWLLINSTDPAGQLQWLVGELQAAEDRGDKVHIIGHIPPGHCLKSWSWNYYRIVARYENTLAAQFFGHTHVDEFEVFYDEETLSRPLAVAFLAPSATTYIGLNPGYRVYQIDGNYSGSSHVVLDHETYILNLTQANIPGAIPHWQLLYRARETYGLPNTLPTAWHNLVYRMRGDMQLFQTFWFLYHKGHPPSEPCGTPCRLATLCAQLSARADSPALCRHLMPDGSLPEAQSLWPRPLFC
#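 Fluorogenic HMU-PC substrate (9 uM final) is turned over by placental ASM in 60 min at 37 C after a 10 min compound preincubation. Reaction ended by alkaline stop (pH 10), with fluorescence read at 386/447 nm.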
# Tb PFK inh: T. brucei PFK enzyme inhibition | O15648 | T. brucei PFK, ADP-Glo luminescence | Potency, µM (top dose mostly 57.5 µM), for the others: at the highest dose activity, negative = inhibition, most hits filed as inhibitors | actives 0.17% (n = 330,000) | AID 485367;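 further: potency means the concentration at half of the fitted maximal effect; 0% = uninhibited 1x PFK enzyme wells and -100% = no-enzyme wells; nearly all actives have a fitted effect of over 60% in size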
#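 Compounds were pin-transferred as a titration series up to 57 uM into substrate buffer (0.5 mM F6P, 0.1 mM ATP, pH 8.0), then 1.25 nM PFK was added and reactions ran 45 min before ADP-Glo detection.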
# TSHR antag: blocks TSH signaling through the human TSH receptor | TSHR-expressing cells, TSH-stimulated cAMP HTRF, 2 h; stronger effect = lower value | activity change, negative = inhibition, % at 11.5 µM | actives 0.2% (n = 330,000);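 active means activity change below a set negative limit, meaning inhibition stronger than a set level, cut at about -70% in these data; inconclusive means activity change between two set negative limits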; further: on the % scale 0 is the no-effect control and ±100 the full control effect
#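 Freshly harvested TSHR cells receive pin-tooled compound, then EC80 TSH at 4nM final. After 2 hours at 37 deg C, antibody in lysis buffer and cAMP-d2 are added; 30 minutes at ambient temperature precede the HTRF read.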
# A-T KAP1 phos: potential ataxia-telangiectasia treatments restoring KAP-1 phosphorylation; actives 0.19% (n = 320,000); […] A-T fibroblasts, KAP-1 phosphorylation AlphaLISA; neocarzinostatin DNA damage 30 min before lysis; Potency, µM (series often up to 57.5 µM), without a hit: top-dose activation, hits mostly activators; further: potency means the concentration at half of the fitted maximal effect; % of control where 0% means no effect; nearly all actives have a fitted effect of over 45% in size
#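 hTERT-immortalized A-T patient fibroblasts ([…]), 500 cells/well in OPTI-MEM, 1% FBS, got compounds for 60 min, then NCS for 30 min at 37C. Lysates were then assayed for phospho-KAP-1 by AlphaLISA (anti-pKAP1 donor, anti-KAP1 acceptor beads), 6 hr at 25C.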
# Mito fusion yeast: blocks mitochondrial division or promotes mitochondrial fusion | actives 0.23% (n = 320,000) | S. cerevisiae fusion-defective mutant growth rescue, CellTiterGlo 48 h | Potency, µM (doses to about 46.1 µM), for the others: at the top dose growth rescue (activation), hits mostly activators;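 further: potency means the concentration at half of the fitted maximal effect; % of control where 0% means no effect; nearly all actives have a fitted effect of over 45% in size; temperature-sensitive fusion mutants such as fzo1-1 at 37 °C on non-fermentable ethanol glycerol medium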
#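 Read-out: ATP-based luminescence (CellTiterGlo, 10 min ambient) reporting growth of fusion-defective ts yeast after 48 hours at 37C on glycerol/ethanol YPEG medium in the presence of compound.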
# TSG101-PTAP inh: blocks PTAP/TSG101 interaction to inhibit HIV-1 budding | Q99816 | Fluorescence polarization, FITC-PTAP peptide / Tsg101 binding | Potency, µM (top dose mostly 115 µM), for the others: at the top dose activity change, negative = inhibition, hits mostly inhibitors | 340,000 tested, under 10 active; active means well fitted inhibition curve with a large enough effect in the main read-out, with a control signal flat, not every such curve was filed as active; inconclusive means small, poorly fitted or top-dose-only effect, or effect the other way, or a change in a side signal; inactive means no such curve, though single readings can be large or run the other way; further: potency means the concentration at half of the fitted maximal effect; % of control where 0% means no effect
#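 Tsg101 binding domain (10 uM final) was mixed with compound and a FITC-labeled PTAP peptide (50 nM final) in HEPES pH 7.5 buffer with NaCl, Tween 20, EDTA and TCEP; fluorescence polarization was read after 20 min at r.t.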
# BCR signal inh: inhibitors of chronic active B-cell receptor signaling. ABC-DLBCL IkBa-CBG/CBR reporter, luminescence ratio, 4 h. Potency, µM (titrated, usually from 46.1 µM), inactives show at the top dose ratio change, negative = lower green/red ratio, actives largely listed as inhibitors. actives 0.05% (n = 340,000). AID 493014; active means well fitted inhibition curve with a large enough effect in the signal ratio, with a control signal flat, not every such curve was filed as active; inconclusive means small, poorly fitted or top-dose-only effect, or effect the other way, or a change in a side signal; the % refers to the signal ratio;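 further: potency means the concentration at half of the fitted maximal effect; plate controls were basal doxycycline-induced cells for no effect and cells given 10 µM MG132 for full effect; MG132 reads +100%, hits lower the ratio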
#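 Compounds up to 46 uM were incubated four hours with TMD8 cells whose green CBG68 luciferase is fused to IkappaBalpha; red CBR luminescence normalised the signal, and concentration-effect curves were fitted to fusion, red and ratio data.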
# TCR act: activators of T cell receptors | primary human leukocytes, anti-CD3, IL-2 HTRF, 48 h | Potency, µM (highest dose often 9.22 µM), for inactives: top-dose activation of IL-2 secretion, most hits filed as activators | 330,000 tested, under 10 active | AID 504894; further: % of control where 0% means no effect
#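 IL-2 produced over 48 hr by a-CD3 bead-stimulated primary human leukocytes exposed to compounds was detected with a homogeneous time-resolved FRET immunoassay, 665nm acceptor signal after 320nm excitation.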
# * hit, by the source's call; ? = inconclusive; . = not tested or not shown; [ ] = another dose, or the depositor's remark. Unless noted, the call rests on the fitted dose curve; in most records, active means well fitted curve in the direction sought with a large enough effect; inconclusive means small, poorly fitted or top-dose-only effect, or another doubt; inactive means no such curve, though single readings can be large; an effect the other way counts as inactive or inconclusive.
SMILES,a7 integrin act,Eya2 phos inh,ELG1 DNA repair,S-ASM inh,Tb PFK inh,TSHR antag,A-T KAP1 phos,Mito fusion yeast,TSG101-PTAP inh,BCR signal inh,TCR act
CC(=O)N(c1cccc(C)c1)C1SC(=O)N(c2ccccc2)C1=O (centres undefined),-17.9%,-2.8%,2.2%,0.5%,-13.5%,-3.8,13.6%,0.0%,-2.2%,-2.2%,-2.4%
CNCC(O)Cn1c(C(F)(F)F)nc2ccccc21 (centres undefined),-14.2%,1.7%,15.9%,-0.7%,-0.6%,-2.0,2.6%,?,0.8%,-28.8%,-1.2%[46.1 µM]
CCOc1ccc(OCCn2ccnc2)cc1,25.4%,0.6%,9.2%,.,-7.3%,13.8,-5.9%,-0.7%,0.0%,1.2%,-0.1%[46.1 µM]
Cc1nnc(SC(C)C(=O)Nc2nccs2)s1 (centres undefined),?,8.0%,15.2%,7.3%,-2.9%,3.7,-1.3%,-6.6%,-2.6%,7.1%,3.9%
N#CC1=C(N)Oc2ccc3ccc(O)cc3c2C1c1ccsc1 (centres undefined),10.6%,-12.7%,-2.6%,-4.6%,0.5%,-7.6,4.9%,-4.5%,-16.9%,-7.4%,-7.0%[46.1 µM]
CCOc1cc(/C=C2\C(=N)N3N=C(S(=O)(=O)CC)SC3=NC2=O)ccc1OC(=O)c1ccco1,-10.6%,-4.4%,?,?,-8.3%,-18.2,-25.6%,-1.5%,3.2%,?,-0.5%
O=C(Cc1ccccc1)N/N=C/c1cc(Br)cc(Cl)c1O,-42.0%,-4.0%,?,.,15.3%,6.6,7.5%,3.6%,-7.3%,?,0.2%
COc1ccc2[nH]c3c(NCCC4=CCCCC4)ncnc3c2c1,-47.7%[inhibitor],0.4%,?,-21.4%,-2.0%,-73.5*,-1.6%,-4.1%,1.6%,?,3.2%
Oc1ccccc1C=NC1=NN(c2cccc(C(F)(F)F)c2)CC1,-1.0%[7.66 µM],-2.8%,5.4%,2.3%,-2.8%,-7.7,-2.7%,-4.6%,-4.4%,0.5%,0.1%[46.1 µM]
Cc1noc(C)c1NC(=O)N(C)C[C@H]1Oc2ccc(NC(=O)Nc3ccc(C(F)(F)F)cc3)cc2C(=O)N([C@H](C)CO)C[C@@H]1C,-9.9%,-13.1%,?,-17.9%,2.8%,-5.5,-6.9%,.,-2.7%,1.5%,-3.6%
COc1ccc(OCc2ccc(C(=O)O)cc2)cc1,-16.2%,-1.0%,26.0%,3.1%,21.6%,7.8,-2.1%,5.6%,-8.4%,?,-0.8%
COC(=O)C1CCN(S(=O)(=O)c2ccc(Br)s2)CC1,-4.6%,16.1%,-3.3%,3.0%,-8.4%,2.8,0.8%,4.3%,-3.5%,0.0%,8.0%
O=C(COC(=O)C1CC2CCCC(C1)C2=O)Nc1ccc(Cl)cn1 (centres undefined),3.4%,18.4%,10.3%,4.8%,-2.8%,-17.9,1.4%,-1.3%,1.1%,0.8%,4.2%
CSc1nc2n(n1)C(c1ccccn1)C1=C(CC(C)(C)CC1=O)N2 (centres undefined),22.2%,-6.3%,4.7%,400.6%[activator],-1.0%,11.1,7.5%,0.0%,-3.8%,-21.7%,-6.3%
CCOc1ccccc1C(=O)Nc1cnn(Cc2ccc(F)cc2)c1,0.6%,-5.1%,0.2%,0.8%,-5.8%,-7.0,-5.9%,16.3%,-1.0%,-10.0%,8.4%[46.1 µM]

# Fetched one by one from above:
SMILES,a7 integrin act,Eya2 phos inh,ELG1 DNA repair,S-ASM inh,Tb PFK inh,TSHR antag,A-T KAP1 phos,Mito fusion yeast,TSG101-PTAP inh,BCR signal inh,TCR act
CCOc1ccccc1C(=O)Nc1cnn(Cc2ccc(F)cc2)c1,0.6%,-5.1%,0.2%,0.8%,-5.8%,-7.0,-5.9%,16.3%,-1.0%,-10.0%,8.4%[46.1 µM]
CC(=O)N(c1cccc(C)c1)C1SC(=O)N(c2ccccc2)C1=O (centres undefined),-17.9%,-2.8%,2.2%,0.5%,-13.5%,-3.8,13.6%,0.0%,-2.2%,-2.2%,-2.4%

# Next section.
SMILES,a7 integrin act,Eya2 phos inh,ELG1 DNA repair,S-ASM inh,Tb PFK inh,TSHR antag,A-T KAP1 phos,Mito fusion yeast,TSG101-PTAP inh,BCR signal inh,TCR act
COc1ccc2nc(NC(=O)c3cccc(-c4cc5ccccc5oc4=O)c3)sc2c1,-50.3%[inhibitor],3.8%,11.1%,8.1%,1.3%,-5.9,1.8%,3.4%,2.7%,-4.8%,3.0%[46.1 µM]
Cc1nn(CCC(=O)NNC(=S)NCC(C)C)c(C)c1Br,-7.8%,0.0%,-6.5%,2.8%,-7.0%,-9.1,2.4%,-1.2%,-8.0%,16.4µM*,0.0%
CS(=O)(=O)N1Cc2ccccc2CC1C(=O)OCC(=O)NCc1ccccc1 (centres undefined),7.1%,-14.5%,0.7%,-2.9%,?,-3.4,6.3%,.,-0.3%,-8.7%,-4.6%
CC(C)(C)c1ccc(C2(C)NC(=O)N(CC(=O)NC3CCS(=O)(=O)C3)C2=O)cc1 (centres undefined),5.5%,15.1%,20.3%,3.3%,0.0%,18.8,11.3%,-5.4%,1.1%,2.6%,5.9%
Cc1ccc(C(=O)NC(=S)Nc2ccc(NC(=O)c3cccc(Cl)c3)cc2)cc1,-3.3%,-15.9%,15.3%,2.1%,7.3%,2.3,-2.8%,-4.6%,-7.5%,-2.1%,0.3%[46.1 µM]
CN(C)CC(O)COC(c1ccc(Cl)cc1)c1ccc(Cl)cc1 (centres undefined),-51.4%[inhibitor],-16.6%,-1.7%,0.6%,0.8%,-2.6,-6.1%,1.4%,-1.9%,?,6.6%
COc1cc(C(=O)NCCN2C(=O)S/C(=C\c3ccc(F)cc3)C2=O)ccc1OCC(=O)N1CCOCC1,7.2%,-4.4%,6.8%,2.9%,-0.4%,-4.8,-12.7%,4.7%,-6.4%,-15.3%,1.5%
O=C1CC(c2ccco2)CC(O)=C1C=Nc1cc(Cl)ccc1O (centres undefined),-41.9%[inhibitor],5.5%,-15.9%,-0.1%,?,-6.3,-5.2%,1.2%,-6.9%,-12.1%,-3.5%
CC1=C(C(=O)NC2CC(C)(C)Cc3c2cnn3-c2ccc(C)cc2)OCCO1 (centres undefined),7.6%,-0.9%,-13.3%,-3.4%,-1.4%,-8.8,10.2%,3.7%,.,2.2%,-4.6%
CCN(CC)CCN1C(=O)C(=O)/C(=C(/O)c2ccc(OC(C)C)cc2)C1c1ccncc1 (centres undefined),-16.0%,-26.4%,0.0%,1.5%,2.9%,3.5,1.5%,-1.1%,-1.0%,10.7%,2.9%
Cc1cccc([N+](=O)[O-])c1NC(=O)COC(=O)c1nc2nccc(C)n2n1,5.1%,-14.7%,14.2%,1.2%,0.3%,17.3,-4.1%,-2.0%,-0.3%,1.4%,-3.3%
Cc1ccc(S(=O)(=O)N(Cc2n[nH]c(=S)n2-c2ccccc2)c2cccc(Cl)c2)cc1,-19.7%,10.6%,-8.7%,1.1%,-6.5%,-2.3,-5.2%,-0.6%,-5.1%,?,0.2%
O=C(Cn1nnc2ccccc2c1=O)N[C@H](C(=O)O)c1ccccc1,10.1%,7.6%,14.7%,3.9%,1.5%,-2.3,-3.4%,-2.7%,-4.6%,7.7%,-10.7%
Cc1cc(C)nc(SCc2nnc(SCC(=O)N3CCCc4ccccc43)n2C)n1,-28.8%,8.3%,2.4%,2.8%,-0.8%,-4.0,9.3%,-1.1%,-3.2%,3.9%,-0.1%
CN(C(=O)COC(=O)C1c2ccccc2Oc2ccccc21)C1CCS(=O)(=O)C1 (centres undefined),-3.5%,-7.7%,-0.5%,1.5%,2.4%,-2.3,0.9%,-1.4%,-4.1%,-0.8%,1.6%
COc1cc(OC)nc(Oc2ccccc2C(=O)Oc2cccc(C)c2)n1,4.6%,-23.5%,-7.3%,-0.8%,1.5%,-10.3,19.2%,4.8%,-5.4%,4.9%,-1.8%
